Screening data: PubChem BioAssay, National Center for Advancing Translational Sciences (NCATS)
TSG101-PTAP inh = blocks PTAP/TSG101 interaction to inhibit HIV-1 budding | Q99816 | Fluorescence polarization, FITC-PTAP peptide / Tsg101 binding | Potency, µM (top dose mostly 115 µM), without a hit: at the top dose activity change, negative = inhibition, actives largely listed as inhibitors | 340,000 tested, under 10 active | AID 493005; active = well fitted inhibition curve with a large enough effect in the main read-out, with a control signal flat, not every such curve was filed as active; inconclusive = small, poorly fitted or top-dose-only effect, or effect the other way, or a change in a side signal; inactive = no such curve, though single readings can be large or run the other way; note: potency is the fitted concentration of half-maximal effect; % of control where 0% means no effect
Target sequence (Q99816 whole entry, looked up): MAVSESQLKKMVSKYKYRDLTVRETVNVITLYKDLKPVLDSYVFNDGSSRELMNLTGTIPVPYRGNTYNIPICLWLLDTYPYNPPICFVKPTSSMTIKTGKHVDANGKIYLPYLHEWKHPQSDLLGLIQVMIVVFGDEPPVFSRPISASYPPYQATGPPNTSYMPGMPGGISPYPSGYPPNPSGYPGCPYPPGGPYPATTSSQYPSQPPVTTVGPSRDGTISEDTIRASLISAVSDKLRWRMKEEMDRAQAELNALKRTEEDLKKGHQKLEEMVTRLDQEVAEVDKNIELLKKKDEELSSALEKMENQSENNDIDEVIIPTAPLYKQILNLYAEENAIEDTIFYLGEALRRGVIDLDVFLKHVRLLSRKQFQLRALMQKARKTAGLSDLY
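Compounds were pin-transferred onto Tsg101 binding domain (10 uM final) in HEPES pH 7.5 buffer, then FITC-PTAP peptide was added at 50 nM final. After 20 min at RT, polarization reported peptide displacement across a qHTS concentration series.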
ASM inhibitor = human S-ASM enzyme inhibition. P17405. placental ASM, HMU-PC fluorogenic substrate, 60 min. Potency, µM (series often up to 57.5 µM), for inactives: at the top dose activity change, negative = inhibition, actives largely listed as inhibitors. 340,000 compounds, 0.006% hits; note: potency is the fitted concentration of half-maximal effect
Target sequence (P17405 47-631 limits assumed): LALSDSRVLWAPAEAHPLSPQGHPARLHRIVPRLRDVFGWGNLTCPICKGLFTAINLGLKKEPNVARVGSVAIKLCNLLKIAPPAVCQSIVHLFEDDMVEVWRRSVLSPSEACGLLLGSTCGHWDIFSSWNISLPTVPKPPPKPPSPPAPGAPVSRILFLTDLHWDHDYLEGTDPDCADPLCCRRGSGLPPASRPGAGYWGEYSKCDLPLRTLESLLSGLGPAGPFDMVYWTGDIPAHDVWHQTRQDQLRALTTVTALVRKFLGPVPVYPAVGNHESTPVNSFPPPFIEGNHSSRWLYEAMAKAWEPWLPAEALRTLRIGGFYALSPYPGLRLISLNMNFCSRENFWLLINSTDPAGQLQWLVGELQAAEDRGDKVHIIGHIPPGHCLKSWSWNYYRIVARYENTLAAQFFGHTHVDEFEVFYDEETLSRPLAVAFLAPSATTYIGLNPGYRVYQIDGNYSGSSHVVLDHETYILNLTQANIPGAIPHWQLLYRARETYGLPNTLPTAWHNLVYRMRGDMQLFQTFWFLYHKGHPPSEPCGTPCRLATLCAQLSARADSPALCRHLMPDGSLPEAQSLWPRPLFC
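Steps: dispense placental human ASM, pin compound, wait 10 min at room temperature, add HMU-PC0 substrate at 9 uM final, incubate 60 min at 37 °C, add stop solution raising pH to 10, read fluorescence.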
Integrin act MD = integrin-mediated muscular dystrophy alleviation activation. alpha7betagal myoblasts, beta-gal FDG fluorescence, 48 h. Potency, µM (series often up to 38.3 µM), for the others: at the highest dose activation, most hits filed as activators. 350,000 compounds, 0.064% hits. AID 624291;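 note: potency is the fitted concentration of half-maximal effect; 100% = response of the positive control SU9516; nearly all actives have a fitted effect of over 60% in size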
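alpha7betagal+/- myoblasts (passage 13, 250/well) treated 48 h at 37C with compounds at 1:260 dilution of DMSO stock. Lysed, then beta-galactosidase activity read as FDG fluorescence (ex 480/em 540) after 30 min, with pre-read for autofluorescence.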
TCR activator = activators of T cell receptors. primary human leukocytes, anti-CD3, IL-2 HTRF, 48 h. Potency, µM (highest dose often 9.22 µM), inactives show at the top dose activation of IL-2 secretion, hits mostly activators. 330,000 tested, under 10 active; note: % of control where 0% means no effect
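Activity was scored as IL-2 release from primary human leukocytes given only a TCR signal (a-CD3 beads) plus compound for 48 hr. Detection used a two-antibody HTRF format read at 665nm.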
* marks the source's active call; other numbers are inactive results; ? = inconclusive; [ ] = another dose, or the depositor's remark. Unless noted, calls come from the whole dose curve; as a rule, active = well fitted curve in the direction sought with a large enough effect; inconclusive = small, poorly fitted or top-dose-only effect, or another doubt; inactive = no such curve, though single readings can be large; an effect the other way counts as inactive or inconclusive. This is a subset; count on the stated rates, not on these rows.

entry	compound	TSG101-PTAP inh	ASM inhibitor
1	CCCCn1c(N)c(N(CCOC)C(=O)c2cc(S(=O)(=O)N3CCOCC3)ccc2Cl)c(=O)[nH]c1=O	-1.2%	24.7%
2	COC(=O)C1CSC2c3ccccc3C(=O)N12 (centres undefined)	-1.6%	2.9%
3	O=C(NCCNC(=O)Nc1ccc(Cl)cc1)Nc1ccc(Cl)cc1	0.3%	2.0%
4	O=C1N[C@H](Cc2ccccc2)C(=O)N[C@H]1Cc1cn(S(=O)(=O)c2ccccc2)c2ccccc12	1.5%	-1.0%
5	COc1ccc(/C(C)=N/Nc2nc(C)cc(-c3ccccc3)n2)cc1	0.4%	-1.1%
6	Oc1c(CN2CCOCC2)cc(CN2CCOCC2)c(O)c1O	-6.0%	-2.3%
7	CCOC(=O)C1CN(Cc2ccccc2)C(=O)C1=O (centres undefined)	-0.3%	8.0%
8	CCC(C)Sc1nnc(NC(=O)c2ccco2)s1 (centres undefined)	-5.0%	-2.4%

entry	Integrin act MD	TCR activator
1	35.0%	12.9%
2	24.4%	-0.8%
3	12.5%	2.5%
4	9.8%	-0.1%
5	-30.7%	0.7%
6	-51.6%[inhibitor]	10.0%
7	14.4%	2.5%
8	10.9%	-2.5%

Next records
entry	compound	TSG101-PTAP inh	ASM inhibitor
9	COC(=O)CC(CC(=O)OC)n1cccc1	-0.5%	-1.5%
10	Cc1nccn1C(c1ccccc1)c1ccccc1	-1.5%	1.6%
11	CCc1c(Nc2ccccc2C)nc(N)[nH]c1=O	1.8%	-1.0%
12	CC(=NNc1ccc([N+](=O)[O-])cn1)c1ccc(N)cc1	2.5%	-9.5%
13	O=C1CCCCC1Nc1ccc([N+](=O)[O-])cc1 (centres undefined)	0.5%	-5.1%
14	Cc1cc(=O)[nH]c(NC(=O)Cc2ccccc2)n1	-7.3%	2.7%
15	CC(=O)N(C(C)=O)c1ncn(C)c1S(=O)(=O)Nc1ccccc1	-1.2%	1.3%
16	O=S(=O)(c1ccccc1)N1CCN(S(=O)(=O)c2ccccc2)c2ccccc21	4.8%	-2.2%

entry	Integrin act MD	TCR activator
9	-21.3%	5.6%
10	-18.3%	-3.9%
11	-3.0%	2.0%
12	9.9%	-1.0%
13	21.5%	-3.0%
14	13.2%	-2.7%
15	9.9%	2.1%
16	30.3%	10.9%

More structures
entry	compound	TSG101-PTAP inh	ASM inhibitor
17	CC(C)C(=O)NCCc1nc(-c2ccccc2Cl)no1	0.1%	9.4%
18	c1ccc(CCNCc2ccco2)nc1	5.4%	10.7%
19	COc1ccc(NC(=S)Nc2ccc(F)cc2)c(OC)c1	-4.5%	0.9%
20	COCCCn1c(=N)c(C(=O)NCc2ccc3c(c2)OCO3)cc2c(=O)n3cccc(C)c3nc21	-4.5%	75.9%[activator]
21	COc1ccc(C2NCCCC2c2ccccc2)cc1 (centres undefined)	-1.2%	0.2%
22	Cc1nn(Cc2ccccc2)c(C)c1NC(=O)CSc1nc2sc3c(c2c(=O)n1C)CCC3	-1.9%	-1.5%
23	COC(=O)C1=C(C)N(Cc2ccccc2)C(=O)N[C@H]1c1ccco1	0.3%	1.6%
24	Fc1ccc2c(c1)Sc1ccc(Cl)cc1CC2N1CCN(CCC2OCCO2)CC1 (centres undefined)	5.4%	-6.1%

entry	Integrin act MD	TCR activator
17	7.3%	3.6%
18	-2.8%	2.3%
19	-21.3%	-0.5%
20	1.7%	-2.5%
21	12.6%	-1.9%
22	-9.5%	2.5%
23	26.6%	0.3%
24	-47.7%[inhibitor]	-4.4%

Exported in markdown: entries from further up.
| entry | Compound | TSG101-PTAP inh | ASM inhibitor | Integrin act MD | TCR activator |
| --- | --- | --- | --- | --- | --- |
| 1 | CCCCn1c(N)c(N(CCOC)C(=O)c2cc(S(=O)(=O)N3CCOCC3)ccc2Cl)c(=O)[nH]c1=O | -1.2% | 24.7% | 35.0% | 12.9% |
| 7 | CCOC(=O)C1CN(Cc2ccccc2)C(=O)C1=O (centres undefined) | -0.3% | 8.0% | 14.4% | 2.5% |

The results go on.
entry	compound	TSG101-PTAP inh	ASM inhibitor
25	c1ccc(COC2COC3C(OCc4ccccc4)COC23)cc1 (centres undefined)	1.5%	3.1%
26	Nc1ccc(C(=O)Nc2ccc3c(O)cc(S(=O)(=O)O)cc3c2)cc1	-6.8%	2.9%
27	Cc1cc(=O)[nH]c(SCc2ccc(Cl)cc2)n1	0.8%	0.9%
28	O=C(O)c1ccc([N+](=O)[O-])c2c1C(=O)c1ccccc1C2=O	-4.5%	4.4%
29	CN(C(=O)c1cccc(NC(=O)Cc2cccc(NC(=O)C3CCCN(C(=O)c4ccccc4)C3)c2)c1)C1CC1 (centres undefined)	-3.6%	1.3%
30	COC(=O)c1ccc2c(c1C(=O)OC)CN(S(=O)(=O)C(C)(C)C)[C@H]2CCO	3.3%	1.2%
31	C[C@H]1CN(S(=O)(=O)C(C)(C)C)[C@H](CCO)/C1=C\c1ccccc1	0.1%	2.1%
32	CC(C)C1(C2CCCC2)NC(=O)NC1=O (centres undefined)	-2.7%	0.0%

entry	Integrin act MD	TCR activator
25	0.3%	3.4%
26	-14.2%	-1.4%
27	?	-3.2%
28	9.5%	1.6%
29	-8.6%	5.5%
30	-29.9%	-2.5%
31	2.9%	0.8%
32	?	-2.1%

Next section.
entry	compound	TSG101-PTAP inh	ASM inhibitor
33	Cn1cnc([N+](=O)[O-])c1Sc1nc(N)nc2c1ncn2C1CC(O)C(CO)O1 (centres undefined)	-1.6%	2.3%
34	CN(c1ccccc1)S(=O)(=O)c1ccc(NC(=O)c2ccc(F)cc2)cc1	-0.9%	-5.0%
35	COC(=O)C1=C(C)N(CCCC(=O)O)C(=O)NC1c1cccc(Cl)c1Cl (centres undefined)	-1.2%	5.6%
36	CS(=O)(=O)N1c2ccccc2[C@@]2(Br)C[C@H]3C(=O)N[C@@H](Cc4ccccc4)C(=O)N3[C@@H]12	1.7%	-3.7%
37	CCOC(=O)c1cc(-c2ccccc2)nc2c(O)cccc12	-1.7%	-8.4%
38	Cc1ccc(S(=O)(=O)N2CCN(C(=O)COC(=O)/C=C/c3ccc(OC(F)F)cc3)CC2)cc1	-5.5%	-1.8%
39	CCN(C(=O)COC(=O)/C=C/c1ccc(OC)c(OC)c1)c1c(N)n(Cc2ccccc2)c(=O)[nH]c1=O	3.0%	6.9%
40	Clc1cc(/C=N\NC2=NCCN2)cc(Cl)n1	-4.0%	-3.4%

entry	Integrin act MD	TCR activator
33	-21.1%	-0.6%
34	-7.3%	-84.4%
35	20.0%	-2.4%
36	26.7%	-3.7%
37	20.4%	2.1%
38	13.5%	-5.1%
39	3.1%	3.9%
40	-3.2%	-6.2%

Next section
entry	compound	TSG101-PTAP inh	ASM inhibitor
41	Nc1nc2cc(Cl)c(Br)cc2o1	-4.6%	-2.1%
42	COc1cc(S(=O)(=O)N(Cc2cccs2)C2CC2)ccc1-n1cnnn1	-1.3%	-1.3%
43	COc1ccc(OC)c(NC(=O)Nc2ccc(O)c3ccccc23)c1	-0.1%	9.8%
44	COc1ccc(NC(=O)C2CCCCN2S(=O)(=O)c2ccccc2)cc1S(=O)(=O)N1CCOCC1 (centres undefined)	-4.7%	1.8%
45	Cc1ccc(CNc2ncnc3c2cnn3C2CCCCO2)cc1 (centres undefined)	-6.4%	6.2%
46	CCC(C)(C)n1nnnc1CN1CCC(O)(c2cccc(C(F)(F)F)c2)CC1	0.1%	0.2%
47	Cc1nc(N)[nH]c(=O)c1CCCNc1ccc([N+](=O)[O-])cc1	-4.3%	-3.0%
48	COC(=O)[C@@H]1C[C@H]1[C@@H](NC(=O)c1cc(C)on1)c1ccccc1	-2.5%	0.7%

entry	Integrin act MD	TCR activator
41	1.2%	6.9%
42	-5.1%	3.5%
43	-35.5%	-5.5%
44	0.0%	-2.9%
45	10.5%	-7.8%
46	6.5%	-5.6%
47	4.2%	3.8%
48	1.3%	1.3%

More entries follow:
entry	compound	TSG101-PTAP inh	ASM inhibitor
49	CCCOc1ccc(/C(O)=C2/C(=O)C(=O)N(CCN(C)C)C2c2ccncc2)cc1 (centres undefined)	-11.0%	-0.1%
50	COc1ccc(C2=CC(=O)CC(c3ccc(F)cc3)C2)cc1 (centres undefined)	-3.6%	-3.6%
51	COC(=O)[C@@H](Cc1c[nH]c2ccccc12)NCc1cccc(B(O)O)c1	-12.5%	1.9%
52	COc1ccc(/C=N/NC(=O)c2cc(-c3cccc(C)c3)nc3ccccc23)cc1O	-2.3%	-28.9%
53	Cn1c(=O)oc2cc(S(=O)(=O)N3CCN(C(=O)c4ccco4)CC3)ccc21	-5.1%	1.5%
54	Cc1cc(NC(=O)Nc2ccc(Cl)c(Cl)c2)no1	1.5%	-2.3%
55	O=C1[C@H](Cc2ccccc2)NCC=CC[C@@H](c2ccc(Cl)cc2)N1Cc1ccc(Cl)cc1	-5.0%	-25.2%
56	CN(Cc1ccccc1)C(=O)COc1ccc2ccccc2c1	0.4%	-2.2%

entry	Integrin act MD	TCR activator
49	-4.7%	9.9%
50	-5.3%	5.6%
51	-39.4%	-12.4%
52	?	-4.9%
53	9.7%	-0.2%
54	?	0.8%
55	-37.6%	5.2%
56	?	-1.6%

Later entries:
entry	compound	TSG101-PTAP inh	ASM inhibitor
57	Cc1nc2[nH]c(=S)[nH]c2c(=O)[nH]1	1.8%	2.7%
58	CCOCCCN1C(=O)C(O)=C(C(C)=O)C1c1cccs1 (centres undefined)	-1.2%	7.0%
59	COc1c(S(=O)(=O)N2CCCCC2)ccc2c(S(=O)(=O)N3CCCCC3)cccc12	-4.1%	-3.4%
60	FC(F)(F)c1ccc(-c2cccc3c2C2CC3CCN2Cc2ccccc2)cc1 (centres undefined)	-4.3%	-12.8%
61	COc1ccc(-c2ccc3c(c2)C2CC3CCN2)cc1 (centres undefined)	-1.9%	0.9%
62	COC(=O)CN1C(=O)[C@@H]2[C@H](C1=O)[C@@H]1CC(C(=O)OC)=C[C@@H](C(=O)OC)[C@@H]3C1=C(C(=O)[C@@]3(C)NC(=O)c1ccccc1)[C@@H]2C	-3.9%	1.6%
63	CC(=NNc1nc2ccccc2o1)c1cc2ccccc2cn1	-7.3%	-5.8%
64	O=C1C=CC(=O)c2c(O)c(N3CCN(CCO)CC3)c(Cl)c(O)c21	-5.1%	0.4%

entry	Integrin act MD	TCR activator
57	-3.3%	6.2%
58	?	4.2%
59	-8.3%	-7.8%
60	10.5%	1.3%
61	-25.6%	2.9%
62	-12.5%	-3.6%
63	-53.2%[inhibitor]	8.5%
64	-54.9%[inhibitor]	6.2%

One compound at a time, from the list above. Order of screens: TSG101-PTAP inh, ASM inhibitor, Integrin act MD, TCR activator
O=C1C=CC(=O)c2c(O)c(N3CCN(CCO)CC3)c(Cl)c(O)c21 is listed as -5.1%, 0.4%, -54.9%[inhibitor], 6.2%
COC(=O)CN1C(=O)[C@@H]2[C@H](C1=O)[C@@H]1CC(C(=O)OC)=C[C@@H](C(=O)OC)[C@@H]3C1=C(C(=O)[C@@]3(C)NC(=O)c1ccccc1)[C@@H]2C is listed as -3.9%, 1.6%, -12.5%, -3.6%
CC(=NNc1nc2ccccc2o1)c1cc2ccccc2cn1 is listed as -7.3%, -5.8%, -53.2%[inhibitor], 8.5%

Further structures:
entry	compound	TSG101-PTAP inh	ASM inhibitor
65	C[C@@H]1CC[C@@]2(O[C@@H](CCO)C[C@@H](O)[C@@H]2O)O1	32.4%[activator]	-3.9%
66	COc1ccc(OC)c(C2C/C(=N/O)C(C)C(c3cc(OC)ccc3OC)N2)c1 (centres undefined)	-9.1%	-0.1%
67	Cc1ccc(CNC(=O)C2CCN(c3nc(C)cc(C)n3)CC2)cc1	-0.6%	0.0%
68	O=C(O)CSc1cccnc1Sc1ccc(Cl)cc1	-1.7%	7.3%

entry	Integrin act MD	TCR activator
65	10.9%	-3.2%
66	?	-0.5%
67	0.8%	2.7%
68	8.3%	-5.5%
